Bioassay records: PubChem, several laboratories
CDK5 p35 inh: CDK5/p35 (human) kinase inhibition | inhibition, % at 10 µM | 330,000 tested, 0.01% active | AID 488839 | Q00535+Q15078 | Recombinant CDK5/p35, ADP-Glo luminescence, 60 min;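 active = highest replicate inhibition of at least 50% and at least 75% of replicates reaching 50%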;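 also: plate controls were DMSO neutral control for no effect and GW8510 at 10 µM for full effect; many of its hits are not listed in these tables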
Target sequence (Q00535 whole entry, looked up): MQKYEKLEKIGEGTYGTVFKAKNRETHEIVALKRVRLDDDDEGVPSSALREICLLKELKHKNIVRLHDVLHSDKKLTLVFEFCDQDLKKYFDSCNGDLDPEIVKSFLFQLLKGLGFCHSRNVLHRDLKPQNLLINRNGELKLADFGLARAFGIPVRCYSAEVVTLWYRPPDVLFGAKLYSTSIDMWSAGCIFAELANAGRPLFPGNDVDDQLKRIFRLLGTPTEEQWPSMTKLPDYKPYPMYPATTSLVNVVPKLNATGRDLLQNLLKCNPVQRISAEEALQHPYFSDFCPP
Target sequence (Q15078 whole entry, looked up): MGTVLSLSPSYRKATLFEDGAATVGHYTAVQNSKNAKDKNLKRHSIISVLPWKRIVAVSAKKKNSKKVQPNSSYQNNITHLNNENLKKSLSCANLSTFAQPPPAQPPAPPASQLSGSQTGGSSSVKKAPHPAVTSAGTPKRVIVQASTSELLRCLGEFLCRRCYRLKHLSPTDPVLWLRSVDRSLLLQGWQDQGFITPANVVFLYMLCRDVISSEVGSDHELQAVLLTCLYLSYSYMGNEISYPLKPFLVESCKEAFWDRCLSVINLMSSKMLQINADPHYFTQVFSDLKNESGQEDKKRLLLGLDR
Rtt109 HAT inh: blocks Candida albicans Rtt109/Vps75 acetyltransferase activity. Q5AAJ8. purified Rtt109/Vps75, ThioGlo CoA-SH fluorescence, 4 h. inhibition, % at 34.9 µM. 330,000 tested, 0.16% active. AID 540336;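 active = inhibition of at least 50% in every replicate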
Target sequence (Q5AAJ8 whole entry, looked up): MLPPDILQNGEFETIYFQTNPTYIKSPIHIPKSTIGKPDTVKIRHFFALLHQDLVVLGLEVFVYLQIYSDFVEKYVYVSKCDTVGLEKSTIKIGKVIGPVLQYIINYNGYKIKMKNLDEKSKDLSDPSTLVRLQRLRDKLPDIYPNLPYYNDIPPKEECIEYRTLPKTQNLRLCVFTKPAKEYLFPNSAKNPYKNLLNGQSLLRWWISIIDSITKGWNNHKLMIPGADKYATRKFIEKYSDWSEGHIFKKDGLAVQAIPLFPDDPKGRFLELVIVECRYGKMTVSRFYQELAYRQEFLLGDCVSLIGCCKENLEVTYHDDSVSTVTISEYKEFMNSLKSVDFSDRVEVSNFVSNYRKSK
PfHsp90 set2: growth inhibition of yeast expressing Plasmodium Hsp90. AID 504621. inhibition, % at 9.4 µM. S. cerevisiae expressing PfHsp90, BacTiter-Glo ATP, 48 h; yeast lacking PDR1 and PDR3 efflux regulators. 310,000 tested, 0.32% active;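 active = every replicate shows inhibition above about 80%, whatever the replicate mean, limit read from the data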;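 also: 0% = DMSO neutral controls and 100% = 20 µM radicicol positive controls; yeast relying on Plasmodium falciparum Hsp90 in place of its own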
C-LANA FP: inhibitors of KSHV LANA C-terminal domain DNA binding. 340,000 tested, 0.078% active. inhibition, % at 9 µM. MBP-C-LANA/FAM-LBS DNA binding, fluorescence polarization;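 active = highest replicate inhibition at or above 60% at 9 µM, even if other replicates fall short; inactive = all replicates below 60% inhibition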;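 also: 0% = neutral control wells and 100% = 4 µM acridine orange control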
dFosB activator: enhances mouse delta FosB homodimer DNA binding; 340,000 tested, 0.99% active; purified delta FosB, TAMRA-CDK5 oligo fluorescence polarization; percent of positive-control signal above neutral wells; P13346; activation, % at 25 µM;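 active = mean activation above about 17%, with every replicate also reaching it, limit read from the data, passing the limit was not always enough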;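 also: fluorescence polarization rise as delta FosB binds a TAMRA Cdk5 AP-1 oligo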
RTF Ca sens act: increases calcium sensitivity of human cardiac regulated thin filaments | 340,000 tested, 0.24% active | IANBD-labeled TnC RTF fluorescence at EC20 calcium; 0% EC20 calcium, 100% full calcium | activation, % at 7.2 µM;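 active = activation above the mean over all tested compounds plus 3 SD, cut at about 30% in these data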;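 also: rise in fluorescence read as greater calcium sensitivity of cardiac thin filaments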
RTF Ca sens inh: cardiac RTF calcium desensitization; P19429+P45379; IANBD-labeled cardiac RTF, Ca2+ fluorescence; inhibition, % at 7.15 µM; 340,000 tested, 0.12% active; AID 493244;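 active = inhibition above the mean inhibition of all tested compounds plus 3 SD, cut at about 17% in these data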;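 also: assay run at fixed EC70 calcium of 1.6 mM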
NSD2 inh: NSD2 (human) methyltransferase inhibition; 310,000 tested, 0.54% active; O96028; NSD2 peptide methylation, AlphaScreen, 120 min; AID 743445; inhibition, % at 12.5 µM; in the data active = inhibition above about 50%
Mot1-301 SUMO: blocks SUMOylation pathway, rescuing yeast Mot1-301 growth; 320,000 tested, 1% active; S. cerevisiae Mot1-301 growth rescue, ATP luminescence, 38.5C; percent above DMSO median, 100 means doubled; growth rescue, % at 18.8 µM;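 active = every valid replicate shows activation above 250% relative to neutral control wells; inactive = the rest, any valid replicate at or below 250%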;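 also: OY570 slx delta 5 strain wells were the positive control but not used for scaling; some compounds called inactive have numbers as strong as hits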
PvdQ acylase: P. aeruginosa PvdQ acylase inhibition | inhibition, % at 10 µM | 340,000 tested, 0.063% active | purified PvdQ acylase, fluorescence plate reader; in the data active = inhibition above about 30%, passing the limit was not always enough;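 also: 0% = vehicle neutral wells and 100% = reference inhibitor wells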
Keap1 Nrf2 FP: disrupts human Keap1 binding to Nrf2 peptide | Q14145 | 340,000 tested, 0.15% active | Keap1 Kelch-Nrf2 peptide fluorescence polarization, 1536-well | inhibition, % at 9.4 µM; in the data active = inhibition above about 12%;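 also: human Keap1 Kelch domain with fluorescein labeled Nrf2 9mer peptide probe; 0% = neutral control wells and 100% = peptide positive control; higher means more block of Keap1 binding to Nrf2 peptide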
* = called active by the depositor; nt = no result given. Some of the compounds tested; count on the stated rates, not on these rows.

Sequence of screens: CDK5 p35 inh	Rtt109 HAT inh	PfHsp90 set2	C-LANA FP	dFosB activator	RTF Ca sens act	RTF Ca sens inh	NSD2 inh	Mot1-301 SUMO	PvdQ acylase	Keap1 Nrf2 FP
N#CC1c2ccccc2-n2nncc2CN1C(=O)CCc1ccccc1 (stereo unspecified)
 : -5.0	-10	-1	0.7	2	0	-2	nt	nt	-7	-6
CC(C)OS(C)(=O)=O
 : -0.6	22	5	-0.3	-6	0	-3	nt	-5	-12	-5
CN1CCc2cc3c(c4c2C1Cc1ccccc1-4)OCO3 (stereo unspecified)
 : 2.7	-8	-12	4.5	9	18	-51	10	102	-8	-2
O=C(COC(=O)Cc1ccccc1)Nc1cc(S(=O)(=O)N2CCOCC2)ccc1N1CCCC1
 : -1.3	1	15	0.4	-2	-3	-4	-2	-20	1	0
N#Cc1cc(F)c(N2CCNCC2)cc1Cl
 : 0.9	5	-9	0.5	2	-2	-4	1	-34	-20	-2
C[C@H]1[C@H](OC(=O)CCC(=O)NCc2ccc(C(=O)O)cc2)O[C@@H]2O[C@@]3(C)CC[C@H]4[C@H](C)CC[C@@H]1C24OO3
 : -1.1	2	-2	0.9	-8	-2	0	0	15	-1	1
C#CCN(C)[C@H](C)Cc1ccccc1
 : -1.1	-1	9	-0.2	3	5	3	nt	-6	-3	-2
COc1cc(/C=C2\C(=O)NC(=O)N(c3ccc(C)cc3)C2=O)cc(OC)c1O
 : -1.9	nt	4	-1.1	-1	-3	-4	9	5	-5	-7
O=Cc1cn(Cc2ccc(Br)cc2)c2ccccc12
 : 1.3	6	-53	-1.4	-10	0	-13	-4	-15	-10	-7
CN(C)C(=O)Oc1ccc(Br)cc1C(=O)Nc1ccc(F)c(Cl)c1
 : 1.7	-13	-5	-0.6	-6	5	-1	-1	2	-6	-7
CCOc1cccc(CNCCc2c(C)[nH]c3ccc(OC(F)(F)F)cc23)c1O
 : 2.5	5	23	-0.8	-18	-3	-2	7	-15	-18	-4
CCC1(c2ccccc2)C(=O)NC(=S)NC1=O
 : 0.1	8	15	-1.8	4	1	1	0	nt	-19	-5
CCOc1ccccc1-n1c(O)c(C=Nc2c(C)n(C)n(-c3ccccc3)c2=O)c(=O)[nH]c1=O
 : 0.4	nt	-27	-0.1	-8	-2	-2	nt	171	0	-2
CCOc1cc2c(cc1OCC)-n1cccc1C(c1cc(OC)ccc1F)NC2 (stereo unspecified)
 : -0.9	0	-2	-1.3	-5	-3	-2	8	0	-12	0
O=c1[nH]c(O)c(N=Nc2cc(C(F)(F)F)ccc2Cl)c(=O)[nH]1
 : -1.5	5	-6	-2.9	-10	8	-8	14	-9	-6	-5

Part of the list above in a different format.
O=Cc1cn(Cc2ccc(Br)cc2)c2ccccc12
  CDK5 p35 inh = 1.3
  Rtt109 HAT inh = 6
  PfHsp90 set2 = -53
  C-LANA FP = -1.4
  dFosB activator = -10
  RTF Ca sens act = 0
  RTF Ca sens inh = -13
  NSD2 inh = -4
  Mot1-301 SUMO = -15
  PvdQ acylase = -10
  Keap1 Nrf2 FP = -7

CN(C)C(=O)Oc1ccc(Br)cc1C(=O)Nc1ccc(F)c(Cl)c1
  CDK5 p35 inh = 1.7
  Rtt109 HAT inh = -13
  PfHsp90 set2 = -5
  C-LANA FP = -0.6
  dFosB activator = -6
  RTF Ca sens act = 5
  RTF Ca sens inh = -1
  NSD2 inh = -1
  Mot1-301 SUMO = 2
  PvdQ acylase = -6
  Keap1 Nrf2 FP = -7

CCOc1cccc(CNCCc2c(C)[nH]c3ccc(OC(F)(F)F)cc23)c1O
  CDK5 p35 inh = 2.5
  Rtt109 HAT inh = 5
  PfHsp90 set2 = 23
  C-LANA FP = -0.8
  dFosB activator = -18
  RTF Ca sens act = -3
  RTF Ca sens inh = -2
  NSD2 inh = 7
  Mot1-301 SUMO = -15
  PvdQ acylase = -18
  Keap1 Nrf2 FP = -4

Next part:
Sequence of screens: CDK5 p35 inh	Rtt109 HAT inh	PfHsp90 set2	C-LANA FP	dFosB activator	RTF Ca sens act	RTF Ca sens inh	NSD2 inh	Mot1-301 SUMO	PvdQ acylase	Keap1 Nrf2 FP
CC1=C(C)CC2(C(=O)NC(=S)NC2=O)C(C)C1 (stereo unspecified)
 : -1.6	3	-2	nt	-8	2	-6	-9	nt	-20	nt
CCc1c(C(=O)NN2C(=O)C3C4CCC(O4)C3C2=O)csc1C (stereo unspecified)
 : 1.5	-5	-8	0.1	0	0	-15	0	90	-13	0
CCOC(=O)c1cccc(-[n+]2c(-c3ccccc3)cc(-c3ccccc3)cc2-c2ccccc2)c1
 : -4.4	3	5	-3.0	-15	8	-24	nt	144	-8	-7
C/C=C/CC#N
 : 0.1	1	-23	-1.3	4	-4	3	nt	50	-14	-2
Cc1nc2ccc(Cl)cn2c1P(=S)(N1CCOCC1)N1CCOCC1
 : -1.4	-7	33	-0.5	-4	-5	5	-1	8	-8	-1
CCCC(C)C1(CC)C(=O)NC(=O)N=C1N (stereo unspecified)
 : 0.1	-2	nt	1.6	1	0	-1	-1	250	-13	1
Cc1cccc(NC(=O)COC(=O)c2cc(C)n(C3CC3)c2C)c1
 : 0.0	1	0	-1.4	-5	-2	-3	-2	-8	-6	-3
CN(C)c1ccc(CCN2CCOCC2)cc1
 : 1.3	-6	6	0.5	2	-4	3	nt	266	-7	-2
CCOc1ccc(-c2cc(C)[n+](CCN3CCOCC3)c(-c3ccc(OCC)cc3)c2)cc1
 : 1.4	-20	6	-1.6	1	3	-11	1	41	-9	-1
COc1ccc(CCNC(=O)COC(=O)Cc2ccccc2)cc1
 : 0.5	11	8	-1.1	-3	0	-19	0	17	15	-2
C/C(=N\N1CCCCC1)c1c(O)[nH]c(=O)[nH]c1=O
 : -1.6	3	-22	-0.6	-2	5	0	-2	-36	-11	-4
CCn1c(P(C)(=O)O)nc2cc(NC(=O)c3ccccc3F)ccc21
 : -6.7	-1	-1	1.1	7	-5	8	1	59	-13	-4
Cc1ccccc1-n1c(C)cc(/C=C2/C(=O)NC(=O)N(Cc3ccco3)C2=O)c1C
 : -0.2	nt	-9	-0.7	-8	0	-6	7	-3	-2	-4
CCn1cc(C(=O)c2ccccc2)c2ccccc21
 : -3.0	5	nt	1.4	-9	-3	-2	-6	155	-3	4
CC12CN3CC(C)(CN(C1)C31CCOCC1)C2=O
 : -1.1	-6	11	0.9	8	2	3	-1	62	1	1
Cc1ccccc1O
 : -0.1	-15	2	2.9	-1	12	-5	nt	nt	-16	-3
O=S1(=O)N(Cc2ccc(F)cc2)CCCN1Cc1ccccc1Cl
 : -1.2	-1	12	-0.4	1	-9	2	-4	50	3	-2
CCCC[n+]1cc(=N)o[n-]1
 : -0.5	0	20	0.0	2	-1	-17	-2	109	-8	-4
CCc1nnc(NC(=O)CCc2nc(C3=CCN(C)CC3)no2)s1
 : -1.1	-2	0	-1.7	-6	-2	-3	2	nt	-4	2
O=C1N(c2nncs2)CCN1[N+](=O)[O-]
 : -0.8	0	-11	-0.1	4	-2	-2	18	-13	-20	0
CCn1cc(/C=c2/sc3n(c2=O)C2c4ccccc4OC(C)(N=3)C2C(=O)OC)c(C)n1 (stereo unspecified)
 : -0.2	6	-5	-1.2	-13	11	-16	-1	26	2	-1
CCS(=O)(=O)NCc1nnc2n1-c1ccc(Cl)cc1C(c1ccccc1)=NC2
 : -4.0	-3	-15	0.4	-12	-5	-5	-2	-15	-10	-2
O=C(Nc1ccc(Cl)cc1C(=O)c1ccccc1)c1ccc(Br)o1
 : -0.1	-7	5	0.8	11	-6	0	-4	4	-4	-4
CCOP(=O)(OCC)c1cccc(O)c1
 : 1.0	-11	-2	1.3	-3	-2	-7	0	-11	-5	4
CN(C)P(=O)(CCl)Nc1ccccc1 (stereo unspecified)
 : 2.5	-1	-33	0.8	-4	16	-11	27	6	-7	-2
CC(=O)C1C2c3ccccc3OC1(C)N=c1s/c(=C/c3cn(C)nc3C)c(=O)n12 (stereo unspecified)
 : 1.1	24	23	-1.4	-18	4	5	3	2	-10	-4
Cc1cc(C)c(-n2c(O)c(/C=N/N3CCCCC3c3cccnc3)c(=O)[nH]c2=O)c(C)c1 (stereo unspecified)
 : 0.1	nt	9	-2.7	-9	4	-18	1	-15	-1	-10
O=C(CNC(=O)OCc1ccccc1)Nc1ccc(Br)cc1C(=O)c1ccccc1
 : -3.3	0	-3	-0.7	1	-5	0	2	-8	2	4
Clc1cccc(Cl)c1Cl
 : -0.5	-7	nt	-1.4	0	-6	1	nt	-2	-1	2
CCOc1cc2c(cc1OCC)-n1cccc1C(c1c(O)cccc1OC)NC2 (stereo unspecified)
 : 2.6	3	17	0.5	-10	15	-1	5	-10	-13	-2

Next results follow.
structure	CDK5 p35 inh	Rtt109 HAT inh	PfHsp90 set2	C-LANA FP	dFosB activator	RTF Ca sens act	RTF Ca sens inh	NSD2 inh	Mot1-301 SUMO	PvdQ acylase	Keap1 Nrf2 FP
CCOC(=O)N1CCN(C(C)C(=O)c2c[nH]c3ccccc23)CC1 (stereo unspecified)	0.6	3	4	-0.8	0	-8	2	-1	0	3	-6
C/C(=N\Nc1ccccc1)c1c(O)[nH]c(=O)[nH]c1=O	0.1	6	17	-1.4	3	-7	3	-1	114	-7	-4
COc1cc2c(cc1OC)C(C(=O)N1CCC3(CC1)OCCO3)C(c1ccccc1F)N(C)C2=O (stereo unspecified)	0.0	1	nt	-0.3	-2	2	10	2	-6	6	0
Cc1cc(NC(=O)COC(=O)c2c(C)nn(Cc3ccccc3Cl)c2C)no1	-6.8	1	3	-0.1	-13	9	8	5	2	-6	-1
CC(C)CCNC(=O)c1c(N)n(Cc2ccc3c(c2)OCO3)c2nc3ccccc3nc12	0.9	-29	-5	0.9	-4	11	-12	-8	9	-30	-6
O=c1cccc2n1CC1CC2CN(C(c2ccccc2)c2sc3ncnn3c2O)C1 (stereo unspecified)	-2.9	-8	14	1.1	-1	3	4	nt	5	-26	-5
C/C(=N\NC(=S)Nc1ccccc1)c1c(O)n(C)c(=O)n(C)c1=O	0.3	-2	nt	1.4	3	-2	-12	-3	9	-15	-5
CN1C(=O)N(C)C(=O)C2(Cc3cc([N+](=O)[O-])ccc3N(C)C2)C1=O	0.7	10	nt	-1.5	-6	2	-3	-1	0	-11	-3
CC1(C)C(c2ccccc2)=NC(c2cccnc2)=[N+]1[O-]	1.1	4	5	-0.9	-2	-2	0	1	93	-14	-4
C/C=C(\C)C(=O)N[C@@H](c1ccccc1)[C@@H](O)C(=O)O[C@H]1C[C@@]2(O)[C@@H](OC(=O)c3ccccc3)C3[C@](C)(C(=O)[C@H](OC(C)=O)C(=C1C)C2(C)C)[C@H](O)C[C@H]1OC[C@@]31OC(C)=O (stereo partly specified)	1.0	20	19	-1.6	-8	2	1	nt	313	-22	-4
